12-LOX inh – inhibitors of human 12S-lipoxygenase ALOX12; P18054; purified 12hLO, xylenol orange hydroperoxide absorbance; Potency, µM (doses to about 108 µM), without a hit: at the top dose activity change, negative = inhibition, hits mostly inhibitors; 580,000 compounds, 1.1% hits; further: on the % scale 0 is the no-effect control and ±100 the full control effect
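Purified human 12hLO at 150 nM in 25 mM Hepes, 0.01% Triton X-100, pH 7.0, preincubated 15 min at room temperature with compound. Reaction started with 40 uM arachidonic acid, 30 min at room temperature. Hydroperoxide measured by Fe-xylenol orange, 573/405 nm absorbance ratio.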
TrxR1 substrate – is turned over as a substrate by rat TrxR1. Potency, µM (top dose mostly 114 µM), for inactives: at the highest dose activity change, negative = substrate turnover. AID 588456. purified TrxR1 substrate turnover, NADPH consumption readout. O89049. 390,000 compounds, 0.01% hits; further: on the % scale 0 is the no-effect control and ±100 the full control effect; nearly all actives have a fitted effect of over 50% in size
Target sequence (O89049 whole entry, looked up): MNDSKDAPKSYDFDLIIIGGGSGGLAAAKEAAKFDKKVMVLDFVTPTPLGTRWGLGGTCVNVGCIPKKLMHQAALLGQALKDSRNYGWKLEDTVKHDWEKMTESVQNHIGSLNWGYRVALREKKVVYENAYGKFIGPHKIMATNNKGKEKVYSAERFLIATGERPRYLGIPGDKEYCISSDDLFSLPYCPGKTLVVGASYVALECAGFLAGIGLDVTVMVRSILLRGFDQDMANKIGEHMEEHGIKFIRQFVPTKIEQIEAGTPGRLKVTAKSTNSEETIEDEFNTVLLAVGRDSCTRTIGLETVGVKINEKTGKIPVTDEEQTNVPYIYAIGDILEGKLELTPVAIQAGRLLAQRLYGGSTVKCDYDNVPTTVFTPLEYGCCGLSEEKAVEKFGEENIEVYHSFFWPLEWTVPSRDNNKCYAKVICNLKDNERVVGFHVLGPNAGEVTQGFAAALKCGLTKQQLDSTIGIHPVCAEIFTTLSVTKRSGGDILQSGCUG
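Rat TrxR1, dispensed at 90 nM, was prereduced with 400 uM NADPH (final) for 5 min at ~22 deg C, then incubated with compound 15 min before 400 uM selenite. A first-read NADPH fluorescence drop versus no-compound background flagged substrates.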
Vif-APOBEC3F blk – Vif-A3F binding inhibition; HeLa A3F-eYFP + Vif (tagged APOBEC3F with the HIV-1 protein that degrades it), YFP fluorescence increase; Potency, µM (highest dose often 46.1 µM), for the others: at the top dose activity, negative = active; 390,000 compounds, 0.2% hits; AID 602313; further: % of control where 0% means no effect; nearly all actives have a fitted effect of over 65% in size
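Fluorescence increase (Ex 488/Em 500-530) after overnight compound treatment at 37 deg C flags inhibition of Vif-driven A3F-eYFP loss in stable HeLa A3F-eYFP/Vif cells seeded overnight beforehand.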
USP1-UAF1 inh – inhibitors of human USP1/UAF1 deubiquitinase; recombinant USP1/UAF1, Ub-Rhodamine cleavage fluorescence; 390,000 compounds, 0.23% hits; O94782; Potency, µM (series often up to 57.1 µM), for the others: top-dose activity change, negative = inhibition, hits mostly inhibitors; AID 743255; further: on the % scale 0 is the no-effect control and ±100 the full control effect; nearly all actives have a fitted effect of over 60% in size; inactives centre near -12
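1 nM enzyme complex + cpd, 15 min RT; start with Ub-Rho 150nM final; kinetic fluorescence ex 480/em 540, 6 reads q60 s. Buffer 50mM HEPES pH 7.8, 0.5mM EDTA, 0.1 mg/ml BSA, 1mM TCEP, 0.01% Tween-20.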
mIDH1 inhibitor – blocks human mutant IDH1 R132H enzyme | O75874 | IDH1-R132H enzyme, NADPH consumption, diaphorase/resazurin fluorescence | Potency, µM (titrated, usually from 76.6 µM), for the others: at the highest dose activity change, negative = inhibition, most hits filed as inhibitors | 390,000 compounds, 0.093% hits; further: on the % scale 0 is the no-effect control and ±100 the full control effect; nearly all actives have a fitted effect of over 65% in size
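IDH1-R132H (0.5 ug/mL) preincubated 30 min with compound, then NADPH (0.016 mM) and alpha-KG (2 mM) added; 80 min at RT, pH 7.5. Remaining NADPH coupled via diaphorase/resazurin to fluorescence (540/590 nm); concentration-response curves normalized to no-enzyme control.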
Vif-APOBEC3G blk – Vif-A3G binding inhibition; Potency, µM (highest dose often 46.1 µM), without a hit: at the highest dose activity, negative = active, most hits filed as inhibitors; 410,000 compounds, 0.076% hits; HeLa A3G-eYFP + Vif (tagged APOBEC3G with the HIV-1 protein that degrades it), YFP fluorescence, overnight;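 further: on the % scale 0 is the no-effect control and ±100 the full control effect; nearly all actives have a fitted effect of over 60% in size; hits raise eYFP signal because A3G escapes Vif-driven loss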
Target sequence (Q9HC16 whole entry, looked up): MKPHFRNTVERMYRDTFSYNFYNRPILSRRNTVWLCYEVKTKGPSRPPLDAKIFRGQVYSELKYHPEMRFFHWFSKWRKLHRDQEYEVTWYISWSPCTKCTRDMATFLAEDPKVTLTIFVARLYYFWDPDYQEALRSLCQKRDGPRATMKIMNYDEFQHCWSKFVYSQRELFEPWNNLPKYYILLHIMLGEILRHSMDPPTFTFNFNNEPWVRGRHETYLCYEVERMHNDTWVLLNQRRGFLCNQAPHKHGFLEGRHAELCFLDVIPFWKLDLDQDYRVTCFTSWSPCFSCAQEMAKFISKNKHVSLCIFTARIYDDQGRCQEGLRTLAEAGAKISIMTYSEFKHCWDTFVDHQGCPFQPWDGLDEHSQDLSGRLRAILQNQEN
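HeLa cells stably expressing Vif and C-terminally eYFP-tagged A3G, seeded overnight at 37 deg C, then exposed to compound by pintool overnight at 37 deg C. Rise in yellow fluorescence (Ex 488/Em 500-530, Acumen) marks blocked Vif-driven A3G degradation.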
RXFP1 ag – RXFP1 (human) receptor agonism. Potency, µM (titrated, usually from 57.5 µM), inactives show at the top dose activation, most hits filed as activators. HEK293T-RXFP1 cAMP TR-FRET, 30 min; response scale: percent of porcine relaxin response, buffer zero. Q9HBX9. 370,000 compounds, 0.3% hits; further: on the % scale 0 is the no-effect control and ±100 the full control effect; nearly all actives have a fitted effect of over 60% in size; many of its hits are not listed in these tables
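Agonist response is measured as cAMP accumulation in an RXFP1-transfected HEK293T line under PDE4 inhibition. Values are scaled between buffer-only and 29 nM porcine relaxin, and EC50s come from standard Hill equation fits.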
rTrxR1 inhibitor – blocks rat thioredoxin reductase 1; O89049; recombinant rTrxR1, NADPH fluorescence consumption, selenite substrate; Potency, µM (highest dose often 114 µM), without a hit: at the top dose activity change, negative = inhibition, hits mostly inhibitors; 390,000 compounds, 1% hits; AID 588453; further: on the % scale 0 is the no-effect control and ±100 the full control effect; nearly all actives have a fitted effect of over 65% in size
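Rat TrxR1 (90 nM in the dispensed reagent) was pre-reduced with 400 uM NADPH for 5 min at room temperature, then incubated with compound for 15 min. After 400 uM selenite was added, NADPH fluorescence (Ex 340/Em 450 nm) was followed for 8 min.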
RGS4 inhibitor – inhibitors of human regulator of G protein signaling 4 | P49798 | Transcreener GDP fluorescence polarization, RGS4-accelerated GTP hydrolysis | Potency, µM (top dose mostly 114 µM), for the others: at the highest dose activity change, negative = inhibition, actives largely listed as inhibitors | 390,000 compounds, 0.039% hits | AID 504845; further: on the % scale 0 is the no-effect control and ±100 the full control effect; nearly all actives have a fitted effect of over 75% in size; some results filed as inactive show a strong effect at the top dose
Target sequence (P49798 whole entry, looked up): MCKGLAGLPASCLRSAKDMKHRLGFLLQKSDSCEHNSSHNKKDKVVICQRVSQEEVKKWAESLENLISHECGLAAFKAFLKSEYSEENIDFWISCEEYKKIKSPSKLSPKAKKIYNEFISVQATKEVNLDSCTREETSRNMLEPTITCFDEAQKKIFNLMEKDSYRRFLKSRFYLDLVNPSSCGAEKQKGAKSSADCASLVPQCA
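MLSMR compounds (23 nl, pin-transferred) preincubated 10 min at room temperature with a 500nM (2x) first reagent, then RGS4 at 900nM (2x) plus Transcreener GDP mix added; fluorescence polarization (620/688 nm) read before and after 90 min at 30 °C.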
Starred values were filed as active, the others as inactive; & = joins results of further samples; [ ] = remark or other dose. The call rests on the fitted dose curve; in most records, active means well fitted curve in the direction sought with a large enough effect; inconclusive means small, poorly fitted or top-dose-only effect, or another doubt; inactive means no such curve, though single readings can be large; an effect the other way counts as inactive or inconclusive. Potency means the concentration at half of the fitted maximal effect. Some of the compounds tested; rates above refer to the full screens.

Results for Brc1ccc(-c2ncc3ccccn23)cc1 ?
12-LOX inh: 0%; TrxR1 substrate: 0%; Vif-APOBEC3F blk: 0%; USP1-UAF1 inh: 3%; mIDH1 inhibitor: -3%; Vif-APOBEC3G blk: 1%; RXFP1 ag: -15%; rTrxR1 inhibitor: 11%; RGS4 inhibitor: 3%

What do the screens show for `COc1ccc(NC(=O)CCc2nc3ccccc3s2)c(OC)c1`?
12-LOX inh: -2%; TrxR1 substrate: 5%[57.1 µM]; Vif-APOBEC3F blk: 3%; USP1-UAF1 inh: -17%; mIDH1 inhibitor: 1%; Vif-APOBEC3G blk: 0%; RXFP1 ag: 2.4%; rTrxR1 inhibitor: 24%[57.1 µM]; RGS4 inhibitor: -6%

Results for COc1ccc(C)cc1NC(=O)C(NC(=O)c1cc(OC)c(OC)c(OC)c1)C(C)C (configuration not stated) ?
12-LOX inh: 5%; TrxR1 substrate: -3%[57.1 µM]; Vif-APOBEC3F blk: -18%; USP1-UAF1 inh: -17%; mIDH1 inhibitor: -4%; Vif-APOBEC3G blk: -7%; RXFP1 ag: 2.6%; rTrxR1 inhibitor: 19%[57.1 µM]; RGS4 inhibitor: inconclusive

What do the screens show for `COc1ccc2nccc(/C=C/c3ccnc4ccc(OC)cc34)c2c1`?
12-LOX inh: -35%; TrxR1 substrate: 80%[activator][57.1 µM]; Vif-APOBEC3F blk: -27%; USP1-UAF1 inh: -5%; mIDH1 inhibitor: 1%; Vif-APOBEC3G blk: 0%; RXFP1 ag: 26%; rTrxR1 inhibitor: 32%[57.1 µM]; RGS4 inhibitor: 3%

What do the screens show for `O=C(O/N=C1\CCS(=O)(=O)c2sccc21)c1ccccc1`?
12-LOX inh: 7%; TrxR1 substrate: -12%; Vif-APOBEC3F blk: 0%; USP1-UAF1 inh: -2%; mIDH1 inhibitor: -1%; Vif-APOBEC3G blk: -6%; RXFP1 ag: 2.3%; rTrxR1 inhibitor: -21%; RGS4 inhibitor: 3%

How did O=C(/C=C/c1ccccc1Cl)N(c1ccccn1)C1CCCCC1 do in these assays?
12-LOX inh: 26%; TrxR1 substrate: -10%[57.1 µM]; Vif-APOBEC3F blk: 1%; USP1-UAF1 inh: -21%; mIDH1 inhibitor: 0%; Vif-APOBEC3G blk: 3%; RXFP1 ag: -1.0%; rTrxR1 inhibitor: 3%[57.1 µM]; RGS4 inhibitor: -17%

How did CC12CCC(C(=O)N(CC(=O)O)C1=O)C2(C)C (configuration not stated) do in these assays?
12-LOX inh: -2%; TrxR1 substrate: 5%[57.1 µM]; Vif-APOBEC3F blk: 0%; USP1-UAF1 inh: -25%; mIDH1 inhibitor: -3%; Vif-APOBEC3G blk: 6%; RXFP1 ag: -2.5%; rTrxR1 inhibitor: 13%[57.1 µM]; RGS4 inhibitor: -8%

How did O=C(NCCOc1ccc(Cl)cc1)C1CC(=O)N(c2ccc(F)cc2)C1 (configuration not stated) do in these assays?
12-LOX inh: -9%; TrxR1 substrate: 10%; Vif-APOBEC3F blk: 2%; USP1-UAF1 inh: -27%; mIDH1 inhibitor: 1%; Vif-APOBEC3G blk: -1%; RXFP1 ag: -0.4%; rTrxR1 inhibitor: 42%[activator]; RGS4 inhibitor: -4%

Results for CCCN(CC1CC1)C(=O)COC(=O)c1ccc2c(c1)C(=O)N(c1ccc(OCC)cc1)C2=O ?
12-LOX inh: -1%; TrxR1 substrate: -1%; Vif-APOBEC3F blk: -1%; USP1-UAF1 inh: inconclusive; mIDH1 inhibitor: -2%; Vif-APOBEC3G blk: 0%; RXFP1 ag: -0.3%; rTrxR1 inhibitor: 2%; RGS4 inhibitor: 0%

How did CCOc1ccc(Nc2nnc(Cc3ccc(OC)cc3)c(=O)[nH]2)cc1 do in these assays?
12-LOX inh: -5%; TrxR1 substrate: 2%[57.1 µM]; Vif-APOBEC3F blk: 12%; USP1-UAF1 inh: -12%; mIDH1 inhibitor: 1%; Vif-APOBEC3G blk: -3%; RXFP1 ag: 3.2%; rTrxR1 inhibitor: 16%[57.1 µM]; RGS4 inhibitor: 15%

How did Cc1ccc(C(=O)OCC(=O)N2C(C)CCCC2C)cc1S(=O)(=O)N1CCCCC1 (configuration not stated) do in these assays?
12-LOX inh: -13%; TrxR1 substrate: -4%; Vif-APOBEC3F blk: -7%; USP1-UAF1 inh: -11%; mIDH1 inhibitor: 5%; Vif-APOBEC3G blk: 2%; RXFP1 ag: -0.3%; rTrxR1 inhibitor: 13%; RGS4 inhibitor: 6%

How did O=C(NCc1cccc(C(F)(F)F)c1)C1CC(c2cccc(F)c2)=NO1 (configuration not stated) do in these assays?
12-LOX inh: -9%; TrxR1 substrate: -2%[57.1 µM]; Vif-APOBEC3F blk: -3%; USP1-UAF1 inh: inconclusive; mIDH1 inhibitor: -2%; Vif-APOBEC3G blk: -17%; RXFP1 ag: 4.5%; rTrxR1 inhibitor: 11%; RGS4 inhibitor: -15%

How did CCCNC(=O)Nc1cccc(NC(C)=O)c1 do in these assays?
12-LOX inh: -1%; TrxR1 substrate: 3%; Vif-APOBEC3F blk: 12%; USP1-UAF1 inh: -22%; mIDH1 inhibitor: 0%; Vif-APOBEC3G blk: 0%; RXFP1 ag: -0.4%; rTrxR1 inhibitor: 24%; RGS4 inhibitor: -16%

Results for COc1ccc(C2c3c(ccc4ccccc34)Oc3ncn4nc(Cc5ccccc5)nc4c32)cc1OC (configuration not stated) ?
12-LOX inh: -16%; TrxR1 substrate: -6%[11.4 µM]; Vif-APOBEC3F blk: -16%; USP1-UAF1 inh: -16%; mIDH1 inhibitor: 0%; Vif-APOBEC3G blk: -4%; RXFP1 ag: 0.7%; rTrxR1 inhibitor: -11%[11.4 µM]; RGS4 inhibitor: -4%

How did COc1cccc(CN2CC(C(=O)NCc3ncc(C)[nH]3)CCC2=O)c1 (configuration not stated) do in these assays?
12-LOX inh: 0%; TrxR1 substrate: -2%; Vif-APOBEC3F blk: 1%; USP1-UAF1 inh: -13%; mIDH1 inhibitor: 2%; Vif-APOBEC3G blk: -4%; RXFP1 ag: 2.2%; rTrxR1 inhibitor: 1%; RGS4 inhibitor: -11%

Results for Cn1cccc1/C=C1\SC(=S)N(NC(=O)c2cccc(Cl)c2)C1=O ?
12-LOX inh: -14%; TrxR1 substrate: -1%[57.1 µM]; Vif-APOBEC3F blk: -3%; USP1-UAF1 inh: inconclusive; mIDH1 inhibitor: 0%; Vif-APOBEC3G blk: 0%; RXFP1 ag: 3.7%; rTrxR1 inhibitor: 8%[57.1 µM]; RGS4 inhibitor: -32%

How did COCCN(CC(=O)Nc1cccc(C)c1C)C(=O)Cc1cccs1 do in these assays?
12-LOX inh: 361%[activator]; TrxR1 substrate: 5%; Vif-APOBEC3F blk: 5%; USP1-UAF1 inh: 0%; mIDH1 inhibitor: -1%; Vif-APOBEC3G blk: -1%; RXFP1 ag: -1.3%; rTrxR1 inhibitor: 0%; RGS4 inhibitor: -2%

Results for CCOC(=O)C1=CN(Cc2cccc(Br)c2)S(=O)(=O)NC1C (configuration not stated) ?
12-LOX inh: inconclusive; TrxR1 substrate: -6%; Vif-APOBEC3F blk: 0%; USP1-UAF1 inh: -3%; mIDH1 inhibitor: 8%; Vif-APOBEC3G blk: 0%; rTrxR1 inhibitor: -2%; RGS4 inhibitor: 7%

How did O=C(CCNC(=O)c1ccc(Br)cc1)Nc1cc(Cl)ccc1-n1cncn1 do in these assays?
12-LOX inh: -1%; TrxR1 substrate: 5%[57.1 µM]; Vif-APOBEC3F blk: 1%; USP1-UAF1 inh: -13%; mIDH1 inhibitor: -4%; Vif-APOBEC3G blk: -5%; RXFP1 ag: 0.2%; rTrxR1 inhibitor: 9%[57.1 µM]; RGS4 inhibitor: -29%

What do the screens show for `CCCC[C@H]1COCCS(=O)(=O)N1Cc1ccc(F)cc1`?
12-LOX inh: 19%; TrxR1 substrate: -7%[57.1 µM]; Vif-APOBEC3F blk: -1%; USP1-UAF1 inh: -33%; mIDH1 inhibitor: 5%; Vif-APOBEC3G blk: -5%&-4%; RXFP1 ag: -1.3%; rTrxR1 inhibitor: 19%[57.1 µM]; RGS4 inhibitor: -12%

What do the screens show for `CC(C)Cn1c(=S)[nH]c2cc(Cl)ccc21`?
12-LOX inh: inconclusive; TrxR1 substrate: -4%; Vif-APOBEC3F blk: -5%; USP1-UAF1 inh: inconclusive; mIDH1 inhibitor: 7%; Vif-APOBEC3G blk: -5%; RXFP1 ag: 1.5%; rTrxR1 inhibitor: -7%[57.1 µM]; RGS4 inhibitor: -12%

No new results follow: two of the compounds above.
How did O=C(NCCOc1ccc(Cl)cc1)C1CC(=O)N(c2ccc(F)cc2)C1 (configuration not stated) do in these assays?
12-LOX inh: -9%; TrxR1 substrate: 10%; Vif-APOBEC3F blk: 2%; USP1-UAF1 inh: -27%; mIDH1 inhibitor: 1%; Vif-APOBEC3G blk: -1%; RXFP1 ag: -0.4%; rTrxR1 inhibitor: 42%[activator]; RGS4 inhibitor: -4%

Results for CCCN(CC1CC1)C(=O)COC(=O)c1ccc2c(c1)C(=O)N(c1ccc(OCC)cc1)C2=O ?
12-LOX inh: -1%; TrxR1 substrate: -1%; Vif-APOBEC3F blk: -1%; USP1-UAF1 inh: inconclusive; mIDH1 inhibitor: -2%; Vif-APOBEC3G blk: 0%; RXFP1 ag: -0.3%; rTrxR1 inhibitor: 2%; RGS4 inhibitor: 0%
